TLR4 MyD88 comp: inhibitors of human TLR4-MyD88 binding; O00206+Q99836; HeLa CL3-4 TLR4/MyD88 BLA complementation, FRET ratio; inhibition, % at 8.4 µM; 200,000 compounds, 0.18% hits; AID 861; in the data active means inhibition above about 25%;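 further: 0% = vehicle and 100% = reference inhibitor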
PPARg SRC2 recr: promotes SRC-2 coactivator recruitment by human PPARgamma. P37231. PPARgamma LBD-SRC-2 recruitment, biochemical. activation, % at 8 µM. 200,000 compounds, 0.34% hits; in the data active means activation above about 22%;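 further: 0% = vehicle and 100% = reference agonist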
SRC2 TRFRET art: TR-FRET artefact, counter-screen to PPARgamma/SRC-2 agonist assay; hits give high values; TR-FRET ratio at 8 µM; 200,000 compounds, 0.4% hits; in the data active means TR-FRET ratio above about 2000; further: inactives centre near 1500
STAT1 blocker: reduces IFN-gamma driven STAT1 reporter signal. NIH 3T3 STAT1-luciferase reporter, luminescence. inhibition, % at 5.5 µM. 200,000 compounds, 0.35% hits;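 active means inhibition above a set limit, the mean inhibition across all tested compounds plus 3 SD, cut at about 34% in these data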;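 further: 0% = IFN-gamma with DMSO and 100% = IFN-gamma with 300 µM nifuroxazide; values of inactives mirror those of a sister screen read the other way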
RAM inhibit: yeast RAM network inhibition | S. cerevisiae dse1pr::URA3 reporter, 5-FOA growth OD615, 2 d; analog-sensitive cbk1-as2 kinase mutant strain | inhibition, % at 50 µM | 190,000 compounds, 1.8% hits | AID 868;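 active means inhibition above a set limit, 3 SD over mean compound inhibition, cut at about 8.4% in these data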;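 further: 0% = DMSO-only wells with no growth and 100% = 10 µM 1-NA-PP1 full growth; inhibition rescues growth on 5-FOA so higher OD means more RAM inhibition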
S1P3 antag: S1P3 (human) receptor antagonism. CHO S1P3 NFAT-BLA reporter, FRET fluorescence, antagonist mode. Q99500. AID 485. 170,000 compounds, 0.27% hits. inhibition, % at 4.98 µM;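 active means inhibition above the plate cutoff, the mean inhibition of test wells on that plate plus 3 SD, cut at about 28% in these data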;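 further: cells challenged with S1P at its EC80 of 0.8 µM; blue over green emission ratio from cleaved BLA substrate after 4 h stimulation; 0% = S1P-stimulated wells and 100% = unstimulated DMSO-only wells; some compounds past the cut are filed as inactive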
Target sequence (Q99500 whole entry, looked up): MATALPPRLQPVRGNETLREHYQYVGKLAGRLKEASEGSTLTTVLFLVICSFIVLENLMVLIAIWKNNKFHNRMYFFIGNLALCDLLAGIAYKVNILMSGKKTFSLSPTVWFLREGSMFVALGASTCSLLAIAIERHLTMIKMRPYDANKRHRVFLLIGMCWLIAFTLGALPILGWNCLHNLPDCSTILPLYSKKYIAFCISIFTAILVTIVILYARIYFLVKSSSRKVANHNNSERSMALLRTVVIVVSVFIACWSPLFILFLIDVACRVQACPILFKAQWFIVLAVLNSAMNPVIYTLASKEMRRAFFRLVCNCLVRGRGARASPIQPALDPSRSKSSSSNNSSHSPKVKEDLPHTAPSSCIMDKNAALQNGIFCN
PPARg SRC1 recr: agonists of human PPARgamma SRC-1 coactivator recruitment; P37231; PPARgamma-SRC-1 coactivator recruitment biochemical assay; activation, % at 8 µM; 200,000 compounds, 0.41% hits; AID 631; in the data active means activation above about 19%;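 further: 0% = DMSO and 100% = reference agonist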
PPARg SRC3 recr: promotes SRC-3 coactivator recruitment by human PPARgamma; 200,000 compounds, 0.26% hits; biochemical PPARgamma/SRC-3 coactivator recruitment assay; P37231; activation, % at 8 µM; in the data active means activation above about 23%;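 further: 0% = DMSO and 100% = reference agonist; some compounds past the cut are filed as inactive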
ROMK mod: human ROMK K+ channel modulation, primary screen | 130,000 compounds, 2% hits | B-score at 10 µM | AID 1918 | Tet-inducible ROMK, thallium flux fluorescence; actives lie on both sides | P48048;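 active means signal ratio slope over the read window, or its plate-corrected B-score, at least 3 SD from the plate mean, either direction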;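 further: B-score of the F/F0 ratio slope over 7 to 12 s after thallium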
Target sequence (P48048 whole entry, looked up): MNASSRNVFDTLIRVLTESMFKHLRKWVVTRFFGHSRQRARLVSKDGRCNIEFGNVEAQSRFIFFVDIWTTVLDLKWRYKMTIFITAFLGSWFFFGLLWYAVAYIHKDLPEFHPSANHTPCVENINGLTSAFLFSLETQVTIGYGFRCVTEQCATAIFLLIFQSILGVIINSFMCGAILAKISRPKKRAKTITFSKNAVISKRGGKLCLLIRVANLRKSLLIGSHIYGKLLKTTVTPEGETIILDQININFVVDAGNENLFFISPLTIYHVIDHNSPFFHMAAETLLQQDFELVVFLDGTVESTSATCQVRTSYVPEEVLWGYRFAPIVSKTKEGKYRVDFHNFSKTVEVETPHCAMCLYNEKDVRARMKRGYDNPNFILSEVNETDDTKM
STAT3 blocker: reduces IL-6 driven STAT3 reporter signal | U3A cells, IL-6 STAT3-luciferase reporter, luminescence; host cell line lacks STAT1 | inhibition, % at 5.5 µM | 190,000 compounds, 0.89% hits | AID 862;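 active means inhibition above the mean inhibition across all screened compounds plus 3 SD, cut at about 44% in these data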;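 further: 0% = DMSO only wells and 100% = 100 µM nifuroxazide control wells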
STAT3 act: increases IL-6 driven STAT3 reporter signal. U3A cells, IL-6 STAT3-luciferase reporter, luminescence; 100% = signal with IL-6 EC80 alone. activation (% of control), % at 5.6 µM. 190,000 compounds, 0.91% hits;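 active means activation above the screen-wide mean of compound activation plus 3 SD, cut at about 130% in these data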;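 further: 0% = background luminescence of wells with medium and substrate only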
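Test system: Human STAT1-deficient U3A cells with stable STAT3-luciferase reporter | Also added: Interleukin-6, 33 ng/mL | Timing: Compound pre-incubation 1 h before IL-6, then 6 h stimulation at 37 °C | Technique: Luciferase reporter luminescence | Read-out: Percent of IL-6-only median luminescence | Benchmarks: IL-6-only wells as 100% reference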
Active calls of the source: *; nt = no result given. Hits appear at their usual frequency. Share with any hit: about 5.6%.

SMILES	TLR4 MyD88 comp	PPARg SRC2 recr	SRC2 TRFRET art	STAT1 blocker	RAM inhibit	S1P3 antag	PPARg SRC1 recr	PPARg SRC3 recr	ROMK mod	STAT3 blocker	STAT3 act
Cc1ccc(-c2cc(C(=O)Nc3ccc(S(=O)(=O)Nc4ncccn4)cc3)c3ccccc3n2)cc1	-3	2	1393	11	0.8	3	-4	-2	0.94	6	95
COc1cccc(-c2nc(NC(C)(C)C)c3ccccc3n2)c1O	8	1	1419	5	-0.3	nt	-3	-5	1.1	-46	143*
Cc1cccc(NC2=C(Cl)C(=O)OC2OC(C)C)c1 (stereo unspecified)	-4	7	1755	8	0.9	2	14	-2	-0.62	12	92
COc1ccc(C(=O)Nc2ccccc2C(=O)N/N=C/c2ccc(O)c(OC)c2)cc1	8	-2	1612	100*	1.3	nt	-1	5	nt	106*	7
CC(C)OC(=O)C(C)Oc1ccc(C(=O)NCCc2ccccc2)cc1 (stereo unspecified)	10	4	1339	2	0.4	nt	3	-4	-0.0057	-11	107
CC(NC(=O)COc1ccccc1)C1COc2ccccc2O1 (stereo unspecified)	-3	11	1800	4	nt	18	1	-17	nt	-1	102
CCOC(=O)c1cnc(SCC(=O)Nc2ccc(NC(C)=O)c(OC)c2)nc1N	1	6	1587	-10	0.8	-13	3	5	nt	6	99
CCOC(=O)C12CNC(=O)C(C(=O)OCC)(CNC1=O)C2	-1	7	1485	7	1.0	-10	1	2	0.27	9	96
CCOc1ccc(/C=N/NC(=O)C(C)Sc2ccccn2)cc1OCC (stereo unspecified)	-8	1	1769	14	2.8	-4	1	5	1.7	-10	108
Cc1ccn2c(NC(=O)c3ccccc3)c(-c3cccs3)nc2c1	3	-3	1375	0	0.1	nt	4	12	nt	2	102
COc1ccc(Cn2nnnc2C(c2cc(OC)ccc2OC)N2CCC(C(N)=O)CC2)cc1 (stereo unspecified)	-11	-6	1698	-13	0.8	-33	6	12	-0.044	-7	112
C/C(=N\NC(=O)CCCOc1ccc(Cl)cc1C)c1ccc(C)o1	10	-5	1487	-4	6.8	1	-2	-3	1	-5	103
COc1ccc(Cl)cc1NC(=O)Nn1cnnc1	-2	-4	1406	5	2.1	nt	-1	-8	nt	2	99
CCOc1ccc2c(c1)c(N=O)c(O)n2C	0	5	1557	1	1.9	-7	2	0	-2.2	-4	102
Cc1nn(S(=O)(=O)c2cccs2)c(C)c1Sc1ccccc1	10	3	1502	-9	2.5	nt	4	-5	nt	1	99
O=C(NC1CCCC1)C(c1cccs1)N(Cc1ccco1)C(=O)Cn1nnc(-c2cccs2)n1 (stereo unspecified)	9	1	1482	6	5.1	23	8	9	nt	2	100
COc1ccccc1-c1c(C)oc2c(CN3CCN(C)CC3)c(O)ccc2c1=O	-8	6	1611	-8	1.7	nt	2	-1	-0.23	-2	107
O=C(NCC1CCCO1)C1CC1(c1ccccc1)c1ccccc1 (stereo unspecified)	5	2	1670	-1	-0.1	-6	-3	1	nt	-4	103
COc1cccc(NC(=O)CN2CCN(S(=O)(=O)c3ccc(C(C)C)cc3)CC2)c1	5	3	1572	6	0.8	18	6	5	nt	-1	106
COc1cccc(CC(Cc2nc3ccccc3[nH]2)c2nc3ccccc3[nH]2)c1 (stereo unspecified)	8	10	1784	4	0.2	-6	2	12	-1.1	4	98
COC(=O)Cn1ncn2cccc2c1=O	-11	-6	1098	0	0.3	25	-3	3	nt	0	102
COc1ccccc1-c1noc(CCC(=O)Nc2ccccc2Cl)n1	-4	0	1367	0	0.8	-25	-3	4	-1.1	3	100
COc1ccc(CN2C(=O)c3ccccc3C(/C=N\OCc3ccc(F)cc3)C2=O)cc1 (stereo unspecified)	-2	0	1500	5	6.2	nt	-1	-6	nt	10	99
O=S(=O)(Cc1ccccc1)N1CCCCC1	7	3	1704	-1	0.1	nt	5	-10	0.64	-1	100
O=C(CSc1ccc(-c2cccnc2)nn1)N1CCCCCC1	-1	6	1705	-8	0.4	-5	4	6	0.039	1	104
O=C(CC1SCCNC1=O)Nc1cc(Cl)cc(Cl)c1 (stereo unspecified)	4	-1	1736	-2	0.5	-10	6	-2	nt	13	93
O=C(Nc1ccc(Cl)cn1)c1ccc(-c2ccc(Cl)c(Cl)c2)o1	0	4	1326	0	nt	nt	1	-1	nt	-1	110
COc1ccccc1NC(=O)CSc1nnc(Cn2cnc3ccccc32)o1	5	-2	1394	-3	-0.1	-3	-3	-5	-0.82	-1	103
CCOC(=O)N1CCC(N(CCN(C)C)C(=S)Nc2cc(Cl)ccc2C)CC1	-15	-1	1673	3	-1.2	2	5	2	-1.1	3	101
CSC1=NC(C(Cl)(Cl)Cl)N=C(c2ccc(C)cc2)N1 (stereo unspecified)	1	6	1589	4	-0.2	7	7	2	2.7*	-14	112
COc1ccc(OC2C(=O)N(Cc3ccc(F)cc3)C2c2ccc(OC)c(OC)c2)cc1 (stereo unspecified)	19	2	1570	-5	3.1	nt	2	2	nt	10	96
CCn1c(C)nc2cc(C(=O)N/N=C(\C)c3ccc(N4CCOCC4)cc3)ccc21	2	2	1730	5	0.5	0	5	2	-0.054	20	85
N/C(=N\OC(=O)c1ccco1)c1ccc(Cl)cc1	3	-5	1590	-42	-0.1	1	1	0	-0.14	15	89
C/C(N)=C(/C#N)C(=O)COC(=O)c1cc(-c2ccc(C)cc2)nc2ccccc12	4	8	1613	-15	7.0	-8	-3	1	-0.032	13	88
O=S(=O)(Nc1ccc2c(c1)oc1ccccc12)N1CCCC1	-25	-3	1590	-6	4.1	-38	0	6	nt	8	99
COc1ccc(CC(=O)Nc2ccc(-c3nnc(-c4ccccc4)o3)cc2)cc1OC	-5	0	1409	-2	1.0	9	-24	4	nt	9	96
Cc1ccc(C)c(N(C)S(=O)(=O)c2ccc3[nH]cc(C(=O)NCCN4CCOCC4)c(=O)c3c2)c1	-5	7	1525	5	0.0	-7	1	4	-0.65	5	99
Cn1c(=O)c2c(nc(NNC(=O)C(F)(F)F)n2C)n(C)c1=O	6	6	1447	-6	1.1	5	0	9	1	13	95
C#CCOCCOCCOCCNc1nc(N2CCN(C(=O)Cn3cc(CCCCN)nn3)CC2)nc(N2CCN(C(=O)Cn3cc(CC(C)O)nn3)CC2)n1 (stereo unspecified)	6	6	1512	2	-0.4	-9	-3	3	0.46	-7	104
COCCCN=Cc1c(C)[nH]n(-c2ccc(Br)c(C)c2)c1=O	-3	6	1519	-74	-0.7	-5	2	1	0.1	29	78
O=C1C2C3CCC(C3)C2C(=O)N1Cc1ccco1 (stereo unspecified)	-2	-5	1463	-9	1.2	-1	2	0	nt	0	102
O=C(N/N=C/c1c(O)ccc2ccccc12)c1cccc(C(F)(F)F)c1	2	12	1723	-1	2.3	9	7	3	nt	12	92
N#C/C(=C\c1ccc(C#N)cc1)C(=O)N1CCCC1	0	2	1515	-1	0.7	-3	0	9	-5.1*	11	94
CSCC[C@H](NC(=O)c1ccc(Cl)c([N+](=O)[O-])c1)c1nc2ccccc2[nH]1	8	-5	1361	9	0.8	0	-4	-6	-0.87	8	96
CC(=O)N1CCC(=NNc2ccnc3cc(Cl)ccc23)CC1	-3	1	1496	-4	1.2	-12	0	-3	0.44	-2	104
COc1cc(-n2cnnn2)ccc1S(=O)(=O)N1CCOCC1	10	-10	1313	8	0.5	-18	-5	-12	0.4	4	100
CCCOc1ccc(-c2nn(-c3ccccc3)cc2/C=C2\SC(N)=NC2=O)cc1	-7	2	1823	-7	8.8*	-5	7	3	-0.068	5	99
O=C(Cc1nc(=O)c2ccccc2s1)Nc1ccccc1	-2	4	1574	-63	4.6	nt	1	6	-0.53	4	103
CC1=C(C(=O)Nc2cc(C)ccn2)C(c2cnn(C)c2)C2=C(CC(c3ccccc3)CC2=O)N1 (stereo unspecified)	0	6	1523	8	1.9	4	6	3	0.15	8	93
COc1cc(/C=N/NC(=O)CN2CCCCC2)ccc1OCc1ccc(Br)cc1	-1	-3	1481	-85	0.6	-9	-6	-3	nt	-17	113
CCCn1c(NC(=O)c2ccc(F)cc2)nc2ccccc21	6	2	1479	-21	5.3	-9	-1	3	0.069	2	102
CCOC(=O)/C(C#N)=C1/C(=O)N(Cc2ccccc2)c2ccccc21	3	-10	1537	-3	4.2	0	-5	2	0.077	15	92
Cc1cn(S(=O)(=O)c2ccc(Br)c3ccccc23)cn1	7	49*	2712*	9	2.4	-13	31*	52*	nt	10	96
CCOC(=O)c1[nH]cnc1C(=O)NC1CCCCC1	4	-2	1366	5	1.2	nt	0	0	-0.095	-24	121
CSc1nsc(/C=C/Nc2ccc(C)c(C)c2)c1C#N	-3	2	1780	2	3.3	2	4	7	nt	7	97
CCOCCCNC(=O)Cn1cnc2sc(C)c(S(=O)(=O)N3CCN(c4ncccn4)CC3)c2c1=O	-9	-3	1724	0	2.1	7	4	4	0.29	9	100
C=CCn1c(SCC(N)=O)nnc1-c1cc(Br)ccc1O	-3	18	1741	2	3.4	-16	6	8	0.25	0	102
S=C(NCc1ccccc1)N1CCc2ccccc2C1	-15	-5	1442	10	2.0	2	2	0	-2.2	4	102
Cc1ccc(S(=O)(=O)Nc2ccc3c(c2)n(C)c(=O)n3C)c(C)c1	8	11	1732	29	6.1	7	13	0	0.064	31	77
COc1cc(NS(=O)(=O)c2ccc(N/C=C\C(=O)c3ccc(C)cc3)cc2)nc(OC)n1	-9	11	1728	-7	nt	nt	9	7	nt	1	103

(next part)
SMILES	TLR4 MyD88 comp	PPARg SRC2 recr	SRC2 TRFRET art	STAT1 blocker	RAM inhibit	S1P3 antag	PPARg SRC1 recr	PPARg SRC3 recr	ROMK mod	STAT3 blocker	STAT3 act
NC(=O)NC(c1ccccc1)c1cccc2ccccc12 (stereo unspecified)	-3	3	1498	0	0.3	nt	1	-4	0.54	5	101
Clc1ccc(-c2nnc3n2CCCS3)cc1	3	-3	1492	-3	-1.1	nt	-1	-13	nt	18	88
NC(CSCc1cccc(Br)c1)C(=O)O (stereo unspecified)	-2	7	1612	-1	0.4	-11	-3	6	0.0004	8	96
Nc1nc(NCCO)nc(NCC2CCCO2)c1[N+](=O)[O-] (stereo unspecified)	5	-1	1662	-6	0.4	1	0	1	nt	3	100
Cn1c(N/N=C2\CCCc3ccccc32)nc2c1c(=O)n(Cc1ccc(F)cc1)c(=O)n2C	2	5	1492	-4	0.9	7	0	0	nt	-5	103
C(=C\c1ccco1)/c1nc2ccccc2[nH]1	8	0	1528	-12	1.4	2	4	2	1	23	84
CN(CCO)CCOCCOc1cccc2ccccc12	-1	2	1512	8	-0.2	-5	-1	1	-0.79	11	94

Assay outcomes (PubChem)
